Source: PubChem
PAD4 FP inh – human PAD4 inhibitors, primary screen, biochemical, fluorescence polarization, 1536-well format; inhibition, % at 6.36 µM; Protein-arginine deiminase type-4 (Homo sapiens), Q9UM07; recombinant PAD4, RCA probe fluorescence polarization; 0.41% of 330,000 active;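 active means percent inhibition above a cutoff equal to the mean of all tested compounds plus 3 SD, cut at about 15% in these data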;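 further: 0% = PAD4 with RCA probe and DMSO and 100% = probe without PAD4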
PREPL inh – PREPL enzyme inhibitors, primary screen, biochemical, fluorescence polarization | 0.68% of 320,000 active | inhibition, % at 5.96 µM | AID 2751, 2010 | recombinant PREPL, fluorescence polarization activity-based probe | Prolyl endopeptidase-like (Homo sapiens), Q4J6C6; in the data active means inhibition above about 43%;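 further: 0% = enzyme with DMSO and 100% = wells lacking enzyme; many of its hits are not listed in these tables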
Target sequence (Q4J6C6 whole entry, looked up): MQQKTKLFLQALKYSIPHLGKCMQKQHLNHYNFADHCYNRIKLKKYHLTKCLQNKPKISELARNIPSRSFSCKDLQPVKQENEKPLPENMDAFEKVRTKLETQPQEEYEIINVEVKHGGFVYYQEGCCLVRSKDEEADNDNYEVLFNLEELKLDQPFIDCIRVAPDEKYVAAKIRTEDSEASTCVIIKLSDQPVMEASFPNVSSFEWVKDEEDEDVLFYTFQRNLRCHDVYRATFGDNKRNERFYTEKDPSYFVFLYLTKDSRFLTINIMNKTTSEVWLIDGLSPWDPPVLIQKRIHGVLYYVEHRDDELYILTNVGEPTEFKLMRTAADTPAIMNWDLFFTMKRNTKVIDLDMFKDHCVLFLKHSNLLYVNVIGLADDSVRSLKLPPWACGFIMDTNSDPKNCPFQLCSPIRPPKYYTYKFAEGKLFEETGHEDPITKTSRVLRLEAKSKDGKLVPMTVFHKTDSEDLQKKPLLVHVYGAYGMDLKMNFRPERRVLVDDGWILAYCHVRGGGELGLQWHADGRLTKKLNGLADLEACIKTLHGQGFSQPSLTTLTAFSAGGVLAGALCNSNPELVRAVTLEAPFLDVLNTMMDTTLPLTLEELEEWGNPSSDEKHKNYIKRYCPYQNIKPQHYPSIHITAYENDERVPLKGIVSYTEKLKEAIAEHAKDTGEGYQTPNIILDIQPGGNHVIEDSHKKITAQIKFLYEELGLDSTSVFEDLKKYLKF
PAFAH2 FP inh – PAFAH2 enzyme inhibitors, primary screen, biochemical, fluorescence polarization, human | Platelet-activating factor acetylhydrolase 2, cytoplasmic (Homo sapiens), Q99487 | recombinant PAFAH2, FP-rhodamine activity probe | inhibition, % at 3.39 µM | 0.99% of 340,000 active | AID 492956, 2010;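 active means inhibition above the mean over all tested compounds plus 3 SD, cut at about 30% in these data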;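 further: inhibitors block probe labeling of enzyme so polarization drops; 0% = enzyme with DMSO and 100% = wells lacking PAFAH2 protein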
LYPLA1 inh – LYPLA1 inhibitors, primary screen, counter-screen for PME1 inhibitor project, biochemical, fluorescence polarization, FP-Rh probe ABPP; inhibition, % at 5.9 µM; Acyl-protein thioesterase 1 (Homo sapiens), O75608; 0.16% of 320,000 active; recombinant LYPLA1; AID 2174, 2009;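 active means inhibition above the mean of all tested compounds plus 3 SD, set per campaign, cut at about 14% in these data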;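 further: inhibitors block serine hydrolase probe labeling of LYPLA1 so polarization falls; 0% = enzyme with DMSO and 100% = wells lacking LYPLA1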
Target sequence (O75608 whole entry, looked up): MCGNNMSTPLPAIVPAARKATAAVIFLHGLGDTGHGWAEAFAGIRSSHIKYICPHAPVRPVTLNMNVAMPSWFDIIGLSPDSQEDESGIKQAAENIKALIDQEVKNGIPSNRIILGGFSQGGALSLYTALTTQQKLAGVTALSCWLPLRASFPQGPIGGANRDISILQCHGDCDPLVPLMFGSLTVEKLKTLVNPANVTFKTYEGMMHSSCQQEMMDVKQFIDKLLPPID
LYPLA2 inh – LYPLA2 inhibitors, primary screen, counter-screen for PME1 inhibitor project, biochemical, fluorescence polarization, FP-Rh probe ABPP; recombinant LYPLA2; Acyl-protein thioesterase 2 (Homo sapiens), O95372; 0.38% of 320,000 active; AID 2177, 2009; inhibition, % at 5.9 µM;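 active means inhibition above the screen-wide mean plus 3 SD, limit set per campaign, cut at about 26% in these data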;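 further: 0% = LYPLA2 with DMSO and 100% = wells lacking LYPLA2 enzyme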
PAFAH1B3 inh – PAFAH1B3 enzyme inhibitors, primary screen, biochemical, fluorescence polarization, human | recombinant PAFAH1B3, FP-rhodamine probe | inhibition, % at 3.39 µM | 0.28% of 340,000 active | AID 492972, 2010;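 active means inhibition above the screen-wide average of all tested compounds plus 3 SD, cut at about 25% in these data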;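 further: 0% = enzyme with DMSO only and 100% = wells lacking PAFAH1B3 protein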
GSTO1 counter – inhibitors of recombinant GSTO1, primary screen, counter-screen for RBBP9 inhibitor project, biochemical, fluorescence polarization | activity-based probe fluorescence polarization | inhibition, % at 5.96 µM | 1.1% of 300,000 active | AID 1974, 2009;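 active means inhibition above the campaign mean inhibition plus 3 SD, cut at about 35% in these data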;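 further: 0% = GSTO1-1 with DMSO and 100% = wells lacking GSTO1-1 enzyme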
pPAFAH inh – pPAFAH enzyme inhibitors, primary screen, biochemical, fluorescence polarization, human; inhibition, % at 3.39 µM; 1.5% of 330,000 active; recombinant pPAFAH, FP-rhodamine probe fluorescence polarization; Platelet-activating factor acetylhydrolase (Homo sapiens), Q13093;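 active means inhibition above the mean inhibition across the screen plus 3 SD, cut at about 25% in these data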;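 further: inhibitors block binding of the rhodamine activity-based probe so polarization drops; 0% = enzyme with DMSO and 100% = wells lacking pPAFAH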
PAFAH1B2 inh – PAFAH1B2 enzyme inhibitors, primary screen, biochemical, fluorescence polarization, human; 1.2% of 340,000 active; inhibition, % at 3.39 µM; recombinant PAFAH1B2, FP-rhodamine activity probe;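 active means inhibition above the mean of all tested compounds plus 3 SD, cut at about 24% in these data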;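 further: 0% = enzyme with DMSO and 100% = wells lacking PAFAH1B2; many of its hits are not listed in these tables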
* hit, by the source's call; . = no result given; & = joins results of further samples.

Molecule	PAD4 FP inh	PREPL inh	PAFAH2 FP inh	LYPLA1 inh	LYPLA2 inh	PAFAH1B3 inh	GSTO1 counter	pPAFAH inh	PAFAH1B2 inh
Cc1cccc(NC(=O)Cn2cnc3c(oc4ccccc43)c2=O)c1C	-2	-6	1	-2	-1	0	-6	-3	1
COc1ccc(S(=O)(=O)Nc2ccc3c(c2)C(=O)N([C@H](C)CO)C[C@H](C)[C@@H](CN(C)C(=O)Nc2ccc4c(c2)OCO4)O3)cc1	-2	26	2	.	.	-7	.	3	8
COc1ccc(NC(=O)Cn2nnc(-c3ccccc3NC(=O)C3CC3)n2)cc1	-1	13	-2	2	-7	2	0	4	4
CC(C)c1onc(C(=O)Nc2cccc(O)c2)c1[N+](=O)[O-]	5	14	5	1	19	1	13	4	5
O=C(Nc1nc(-c2ccco2)c(-c2ccco2)s1)c1c(F)cccc1Cl	-12	16	24	-17	-21	8	.	48*	0
CCc1ccc(/C=C2\SC(=S)N(CCCC(=O)Nc3ccc(C(=O)O)cc3)C2=O)cc1	2	5	3	0	2	-1	16	2	4
CCc1cc(CNC(=O)CC2C(=O)NCCN2Cc2cccc(OC)c2)on1 (centres undefined)	2	20	3	4	9	3	8	4	2
N#Cc1cc(-c2ccccc2)oc1/N=C/c1ccccc1O	-7	19	-10	2	5	4	3	1	1
Nc1nonc1-n1nnc(C(=O)N/N=C/c2ccco2)c1-c1ccccc1	-9	7	-5	-1	4	7	10	4	7
O=c1[nH]c2cc(C(F)(F)F)ccc2n1-c1cc(C(F)(F)F)ccc1O	-1	16	49*	-6	1	-3	-2	13	2
CCOc1cc(C(=O)Oc2cc(C)[nH]c(=O)c2[N+](=O)[O-])cc(OCC)c1OCC	11	17	-1	-4	1	5	2	-1	5
COc1ccc(OCC(=O)Nc2ccc(S(=O)(=O)N3CCCCC3)cc2)cc1	2	-19	4	-4	1	-1	0	7	1
O=C(O)c1cnn2cc(-c3[nH]ncc3[N+](=O)[O-])cnc12	-1	-6	-9	4	11	4	1	2	3
CC(C)C(=O)Nc1nnc(S(=O)(=O)N2CCCCCC2)s1	1	-2	0	-1	4	1	-1	1	7
COC(=O)C1C(O)CCC2CN3CCc4c([nH]c5ccccc45)C3CC21 (centres undefined)	-1	24	4	4	6	9	3	2	4
CCCN(CCC)S(=O)(=O)c1cccc(-c2csc(C)n2)c1	-1	-11	0	0	6	1	8	10	1
CCCN1C(=O)CC(Sc2ncccc2C(=O)O)C1=O (centres undefined)	3	-14	-3	3	5	3	2	0	3
CCOC(=O)C(CCCCOc1ccc([N+](=O)[O-])cc1)C(=O)OCC	4	19	-9	0	8	7	-1	0	0
CC(=O)N1CCN(c2ncnc3ccccc23)CC1	0	-2	3	-3	-1	-3	6	3	-1
CC(C)(C)OC(=O)NCCCC(CCCNC(=O)OC(C)(C)C)C(=O)O	-6	8	-2	5	9	9	12	9	3

Next part
Molecule	PAD4 FP inh	PREPL inh	PAFAH2 FP inh	LYPLA1 inh	LYPLA2 inh	PAFAH1B3 inh	GSTO1 counter	pPAFAH inh	PAFAH1B2 inh
COc1cccc(OC)c1OCCNCC1CSc2ccccc2O1 (centres undefined)	-1	8	-15	2	4	6	9	1	2
O=c1[nH]c(-c2ccc(F)cc2)nc2c1sc(=S)n2-c1ccccc1	2	2	7	-6	0	-2	1	9	2
CCc1ccc(OCC(=O)N/N=C(\C)c2ccc(OC(F)F)cc2)cc1	0	-10	4	0	1	1	1	-3	0
CN(C)S(=O)(=O)c1cc(NC(=O)COC(=O)CCSc2ccc(Cl)cc2)ccc1Cl	2	-8	5	-2	-53	-12	-4	13	24
Cn1c(=O)n(CC(=O)O)c(=O)c2c1nc1n2CCS1	-5&-2	-4&8	1&2	3&-3	2&3	1&3	5&13	-1&-3	-1&6
COc1ccc(CC(NC(C)=O)C(=O)N2CCN(C(=O)Nc3cccc(F)c3)CC2)cc1OC (centres undefined)	-3	5	7	-4	3	-4	5	1	2
CSCCC(C(=O)N1C[C@]2(C)C[C@H]1CC(C)(C)C2)N1C(=O)c2ccccc2C1=O (some centres undefined)	-2	6	16	4	1	-2	0	4	14
COc1ccccc1Nc1cc(C(=O)NCCCN2CCOCC2)c2ccccc2n1	-3	9	13	-2	-4	0	-2	-6	2
COc1ccc(CCNC(=O)/C(C#N)=C2\N=C(NC(=O)c3ccco3)c3ccccc32)cc1	-1	15	.	-1	3	.	-5	4	.
CN(/N=C/c1cc([N+](=O)[O-])ccc1O)c1ccccc1	-9	11	35*	3	1	8	7	7	0
CC(=O)c1cccc(NC(=O)CN2C(=O)NC(C)(c3ccc4c(c3)OCCCO4)C2=O)c1 (centres undefined)	-2	9	5	-2	-7	-5	.	-1	-1
CC(=O)c1ccc(N2CCN(c3ncc(C(F)(F)F)cc3Cl)CC2)cc1	0	3	3	-3	10	8	8	4	1
O=C1CNC(=S)N1CCc1ccc(Cl)cc1	-2	-42	0	-4	-3	7	2	2	9
CCC(C)c1ccc(OCc2ccc(C(=O)O)o2)cc1 (centres undefined)	-4	4	-1	-2	0	4	-2	6	7
CCCCn1c(-c2ccc([N+](=O)[O-])cc2)n[nH]c1=S	-3	8	2	4	10	3	-1	-4	2
CC(NC(=O)CN1CCC(C(N)=O)CC1)c1ccccc1 (centres undefined)	2	7	-2	1	-1	2	4	-4	-2
CCN(CC)S(=O)(=O)c1ccc2c(c1)nc(CCC(=O)OCC(=O)N1CCc3ccccc31)n2C	-2	5	71*	1	2	7	-14	3	5
CCOc1ccc2nc(SCC(=O)NC3CCCCC3)[nH]c2c1	-4	6	6	3	2	12	1	7	1
Cc1cc2c3c([nH]c2cc1S(=O)(=O)NCc1ccc(CN2CCCCCC2)o1)CC(C)(C)CC3=O	0	-6	6	2	-1	7	-10	9	1
Cc1ccc(-c2[nH]nc3c2C(c2ccccc2OC(=O)N2CCOCC2)C(C#N)=C(N)O3)cc1 (centres undefined)	-3	3	.	-4	-5	.	22	3	.

Among those listed so far, two have a CF3 group:
Molecule	PAD4 FP inh	PREPL inh	PAFAH2 FP inh	LYPLA1 inh	LYPLA2 inh	PAFAH1B3 inh	GSTO1 counter	pPAFAH inh	PAFAH1B2 inh
O=c1[nH]c2cc(C(F)(F)F)ccc2n1-c1cc(C(F)(F)F)ccc1O	-1	16	49*	-6	1	-3	-2	13	2
CC(=O)c1ccc(N2CCN(c3ncc(C(F)(F)F)cc3Cl)CC2)cc1	0	3	3	-3	10	8	8	4	1

Continued.
Molecule	PAD4 FP inh	PREPL inh	PAFAH2 FP inh	LYPLA1 inh	LYPLA2 inh	PAFAH1B3 inh	GSTO1 counter	pPAFAH inh	PAFAH1B2 inh
Cc1c(C(=O)N2CCCCCC2)c(S(=O)(=O)NCc2ccccc2Cl)c(C)n1C	-1	8	0	-1	3	-2	1	2	-1
Cc1cccc(N(C(=O)Cc2cccs2)C(C(=O)NC2CCCC2)c2ccncc2)c1 (centres undefined)	-4	11	1	-1	3	3	3	-2	0
CCOC(=O)c1cnc(SCC(=O)N2CCN(c3ccccc3)CC2)nc1N	2	13	-3	0	6	-3	4	2	-1
O=C(COC(=O)CNC(=O)c1ccccc1F)NCCC1=CCCCC1	2	5	-3	2	2	6	14	2	-4
CCn1c(N2CCC(C)CC2)nc2c1c(=O)n(C)c(=O)n2C	1	1	3	-1	-1	2	-3	4	2
Cc1cc(C)n2c(SCC(=O)Nc3ccccc3)nnc2n1	0	6	-2	3	3	6	8	-1	4
O=C(CCCNC(=O)c1ccc(Cl)cc1)Nc1cccc(S(=O)(=O)N2CCCCC2)c1	-1	1	-3	0	5	2	.	-2	2
CC(C)=C(NC(=O)c1ccccc1)C(=O)NCCc1nc2ccccc2[nH]1	2	1	8	1	-1	12	7	2	2
CCCCC[C@@H]1C=C(C(=O)O)[C@H](c2ccc(C#N)cc2)N1S(=O)(=O)c1ccc(C)cc1	1	10	1	.	.	2	.	2	22
CCOC(=O)C1CCCN(C(=O)c2ccccc2NC(=O)C2=C(C)OCCS2)C1 (centres undefined)	-2	-2	-1	-1	2	8	4	4	-1
O=C(CSCc1ccccc1)NCc1ccc2c(c1)OCO2	-1	0	-2	-1	0	22	0	6	4
CC(=O)NC(CC(=O)OC(C)C(=O)Nc1ccc(Cl)cn1)c1ccccc1 (centres undefined)	1	-1	6	-3	-2	0	-2	1	0
CCOc1ccc(C2C(C(=O)c3ccc(C)o3)=C(O)C(=O)N2c2nc(C)c(C(=O)OC)s2)cc1 (centres undefined)	-18	-15	-11	-5	-6	3	-26	3	-6
CSCC(C)N1CCC(n2nccc2NC(=O)c2ccc3c(c2)OCO3)CC1 (centres undefined)	4	12	5	2	2	8	-9	1	1
CC(=O)N1c2ccc(S(=O)(=O)N3CCCC(C(=O)Nc4cc(C)cc(C)c4)C3)cc2CC1C (centres undefined)	3	-1	-4	-4	-7	6	0	24	0
C=CCN(C(=O)c1csnn1)C(C(=O)NC1CCCC1)c1ccc(F)cc1 (centres undefined)	-3	6	-1	7	6	-2	1	2	9
O=C(NCCN1CCOCC1)c1c(Cl)cccc1Cl	4	22	-7	-3	-2	7	-1	-2	-6
CC(C)NC(=S)N1CCN(S(C)(=O)=O)CC1	2	4	5	2	2	2	2	4	8
CCCn1c(C)cc(C(=O)COC(=O)c2cc(S(=O)(=O)NCC(C)C)c(Cl)cc2Cl)c1C	1	-8	-7	-5	-11	1	0	6	-2
COc1ccc(CN2C(=O)C(C)S/C2=N/N=C/c2ccco2)cc1 (centres undefined)	-2	-4	.	1	3	.	-6	3	.

More compounds
Molecule	PAD4 FP inh	PREPL inh	PAFAH2 FP inh	LYPLA1 inh	LYPLA2 inh	PAFAH1B3 inh	GSTO1 counter	pPAFAH inh	PAFAH1B2 inh
COc1ccc(C(C)=O)cc1COC(=O)c1ccc(C)c(S(=O)(=O)N2CCOCC2)c1	-6	-1	1	0	2	7	.	2	-1
COc1ccccc1NC(=S)N(Cc1ccccc1)Cc1cccnc1	1	6	-3	-4	-4	8	1	0	1
COc1cc(NC(=O)Cc2cccs2)cc(OC)c1	1	0	-8	0	0	4	1	6	2
CCOC(=O)C1=C(C)NC(=O)NC1/C(C)=C/c1ccccc1 (centres undefined)	5	-1	0	5	3	5	-5	7	-4
CN(CC(=O)Nc1c(Cl)cccc1Cl)C(=O)c1cc(-c2cccs2)nn1-c1ccccc1	-1	-9	-6	-4	-4	-2	-4	10	2
Cc1ccc(N(CC(=O)Nc2cc(C)ccc2C)S(C)(=O)=O)cc1	-3	-1	0	3	7	8	-8	8	3
CCCCOc1ccc(C(=O)NC(=S)Nc2ccc(CN3CCOCC3)cc2)cc1	0	-4	-2	0	0	1	6	2	0
Fc1ccc(-n2cc(-c3ccccc3)c3c(N4CCOCC4)ncnc32)cc1	-7	17	-2	1	2	5	10	18	2
COc1cc(Cl)ccc1NC(=S)N(CCN1CCOCC1)C1CCN(C(C)=O)CC1	2	12	-3	-4	-3	9	-1	-2	2
COc1ccc(/C=N/N=C/c2ccc(OC)c(O)c2)cc1O	-3	6	-4	-2	-3	0	-1	1	4

An excerpt; the hit share may differ from the screen's.
